CDK5 inh: inhibitors of human CDK5/p35 kinase, primary screen, biochemical, single concentration | AID 488839, 2010 | Recombinant CDK5/p35, ADP-Glo luminescence, 60 min | Cyclin-dependent kinase 5 (Homo sapiens) + Cyclin-dependent kinase 5 activator 1 (Homo … | inhibition, % at 10 µM | actives 0.01% (n = 330,000);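 active means highest replicate inhibition of at least 50% and at least 75% of replicates reaching 50%; inconclusive means only one of the two criteria met; inactive means both criteria failed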;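 further: plate controls were DMSO neutral control for no effect and GW8510 at 10 µM for full effect; many of its hits are not listed in these tables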
HTR5A ag ctr: HTR5A agonists in luminescence cell assay, primary screen, counter-screen for OPRM1-OPRD1 heterodimer agonist project, full-deck HTS; cell-based; activation, % at 9.3 µM; actives 0.61% (n = 340,000); AID 504692, 2011; in the data active means activation mostly above about 9.5%, no sharp cut-off; inactive means mostly below about 7.6%;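 further: 0% = cells with vehicle only and 100% = reference agonist; strong numbers were not always called active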
Target sequence (P47898 whole entry, looked up): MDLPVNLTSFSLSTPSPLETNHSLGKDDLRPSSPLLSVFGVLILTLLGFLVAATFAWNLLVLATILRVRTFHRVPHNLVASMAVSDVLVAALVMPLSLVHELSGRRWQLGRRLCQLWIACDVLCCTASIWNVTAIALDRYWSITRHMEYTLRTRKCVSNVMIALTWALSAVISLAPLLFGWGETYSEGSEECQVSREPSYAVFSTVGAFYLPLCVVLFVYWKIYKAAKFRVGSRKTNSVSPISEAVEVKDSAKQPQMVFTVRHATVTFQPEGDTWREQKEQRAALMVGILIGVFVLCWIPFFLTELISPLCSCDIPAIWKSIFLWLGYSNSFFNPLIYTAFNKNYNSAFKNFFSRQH
SR-BI HDL uptake: inhibitors of SR-BI mediated HDL lipid uptake, primary screen, ldlA[mSR-BI] cells, fluorescence, single point. ldlA[mSR-BI] CHO cells, DiI-HDL uptake fluorescence, 3 h. inhibition, % at 12.5 µM. actives 0.96% (n = 320,000). AID 488896, 2010;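 active means mean replicate inhibition of at least 70% and a set share of replicates each scoring 70 or more; inconclusive means meets just one of the two criteria; inactive means fails both criteria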;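 further: 0% = median of neutral control wells and 100% = median of positive control wells; values of inactives mirror those of a sister screen read the other way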
Target sequence (Q61009 whole entry, looked up): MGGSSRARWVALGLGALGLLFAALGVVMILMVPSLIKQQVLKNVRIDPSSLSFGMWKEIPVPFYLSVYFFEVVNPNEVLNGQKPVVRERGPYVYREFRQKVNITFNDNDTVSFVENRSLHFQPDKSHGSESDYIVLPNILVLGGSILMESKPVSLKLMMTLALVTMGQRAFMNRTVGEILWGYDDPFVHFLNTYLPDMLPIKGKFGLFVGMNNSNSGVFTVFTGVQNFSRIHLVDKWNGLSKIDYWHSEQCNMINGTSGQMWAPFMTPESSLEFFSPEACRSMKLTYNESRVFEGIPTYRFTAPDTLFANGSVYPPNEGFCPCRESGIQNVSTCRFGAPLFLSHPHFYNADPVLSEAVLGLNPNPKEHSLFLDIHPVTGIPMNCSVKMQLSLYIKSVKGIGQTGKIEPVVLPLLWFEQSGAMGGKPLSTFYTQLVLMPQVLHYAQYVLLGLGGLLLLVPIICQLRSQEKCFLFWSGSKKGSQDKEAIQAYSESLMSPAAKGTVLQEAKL
PvdQ inh: P. aeruginosa PvdQ acylase inhibitors, primary screen, biochemical, fluorescence, plate reader and imaging, single point; purified PvdQ acylase; inhibition, % at 10 µM; actives 0.063% (n = 340,000); AID 488965, 2010; in the data active means inhibition above about 30%, passing the limit was not always enough; inconclusive means no clear call, values can overlap the other calls;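 further: 0% = vehicle neutral wells and 100% = reference inhibitor wells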
Wnt act: Wnt/beta-catenin pathway activators, primary screen, cell-based, plate reader, single point | Wnt/beta-catenin reporter cell assay, activator | activation, % at 9.35 µM | actives 1.2% (n = 300,000); in the data active means activation above about 30%, passing the limit was not always enough; inconclusive means no clear call, values can overlap the other calls;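 further: 0% = neutral control wells and 100% = positive control wells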
HTR5A inv ctr: HTR5A inverse agonists in luminescence cell assay, primary screen, counter-screen for OPRM1-OPRD1 heterodimer inverse agonist project, full-deck HTS. inhibition, % at 9.3 µM. AID 504634, 2011. actives 0.083% (n = 340,000). HTR5A cell line, inverse agonism; in the data active means inhibition mostly above about 23%, no sharp cut-off; inactive means mostly below about 18%;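 further: 0% = cells with DMSO and 100% = no-cell wells with DMSO; some compounds called inactive have numbers as strong as hits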
MITF TRPM1 HTS: activators of MITF-driven TRPM1 promoter reporter, primary screen, cell-based, SK-MEL-5, luciferase, single point. actives 0.75% (n = 300,000). AID 588334, 2011. activation, % at 12.5 µM. SK-MEL-5 TRPM1-promoter luciferase, 24 h; % of positive control, neutral wells = 0;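 active means mean activation of at least 80% with every replicate also reaching 80%; inconclusive means mean reaches 80% but some replicate falls short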;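 further: 0% = neutral control wells and 100% = parthenolide positive control wells; values of inactives mirror those of a sister screen read the other way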
dFosB activator: activators of delta FosB homodimer, primary screen, biochemical, fluorescence polarization, TAMRA-CDK5 oligo, single point; actives 0.99% (n = 340,000); purified delta FosB; percent of positive-control signal above neutral wells; activation, % at 25 µM;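 active means mean activation above about 17%, with every replicate also reaching it, limit read from the data, passing the limit was not always enough; inconclusive means only one of the two conditions met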;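 further: fluorescence polarization rise as delta FosB binds a TAMRA Cdk5 AP-1 oligo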
NSD2 inh: NSD2 histone methyltransferase inhibitors, primary screen, biochemical, AlphaScreen, single concentration, set 2; inhibition, % at 12.5 µM; NSD2 peptide methylation, 120 min; Histone-lysine N-methyltransferase NSD2 (Homo sapiens), O96028; actives 0.54% (n = 310,000); in the data active means inhibition above about 50%
V-ATPase pHluor: regulators of yeast V-ATPase proton pumping, primary screen, pHLuorin cytosolic pH fluorescence; S. cerevisiae; response, % at 10 µM; actives 0.37% (n = 350,000); AID 504577, 2011; in the data active means response mostly above about 7.3%, no sharp cut-off; inactive means mostly below about 5.4%; further: actives read high; inactives centre near 0; some compounds called inactive have numbers as strong as hits; reference of the scale not given here
Numbers without * were called inactive; u = inconclusive; x = not tested or not shown.

canonical_smiles	CDK5 inh	HTR5A ag ctr	SR-BI HDL uptake	PvdQ inh	Wnt act	HTR5A inv ctr	MITF TRPM1 HTS	dFosB activator	NSD2 inh	V-ATPase pHluor
CCNC(=O)COC(=O)c1cc(S(=O)(=O)N2CCCCC2)ccc1C	3.0	-1	23	-12	-1	2	5	-7	7	2
CCOc1ccc(C(=O)N[C@H](C(=O)NNC(=O)c2cccs2)C(C)C)cc1	-0.7	-2	-10	-4	-8	10	9	-3	-1	-1
O=C(Nc1ccc(S(=O)(=O)N2CCCCC2c2cccnc2)cc1)c1c(F)cccc1F (stereo not drawn)	1.0	1	11	-19	u	32	22	-5	-2	1
COc1ccc(-c2ccc(OC)c([C@H]3[C@H]4C=CC[C@@H](C)[C@@H]4C(=O)N3Cc3ccccc3)c2)cc1	-0.3	-1	12	0	-19	2	-3	0	x	3
CCCc1cc(=O)n2[nH]cnc2n1	-2.9	5	-19	2	x	-11	-4	-5	-2	2
CC(=O)NC(CC(=O)OCC(=O)N1CCN(S(=O)(=O)c2ccc(C)cc2C)CC1)c1ccccc1 (stereo not drawn)	0.0	-1	11	-3	-4	-6	8	-2	0	3
CCn1c(SC(C)C(=O)Nc2nccs2)nnc1-c1ccncc1 (stereo not drawn)	0.9	-4	-13	-1	0	9	15	-1	-1	-2
COCCn1c(SCC(=O)Nc2cccc(F)c2)nc2c(c1=O)SCC2	0.5	-2	-32	-7	-1	6	2	-3	19	0
COc1ccc(S(=O)(=O)NC2CC2)cc1Br	0.3	1	7	11	0	-4	-1	-7	-6	-2
COc1ccc(CCC(=O)NC(C)C)cc1	-1.5	-1	2	-9	x	2	1	2	0	-2

The closing three compounds of the section above lead into the next.
canonical_smiles	CDK5 inh	HTR5A ag ctr	SR-BI HDL uptake	PvdQ inh	Wnt act	HTR5A inv ctr	MITF TRPM1 HTS	dFosB activator	NSD2 inh	V-ATPase pHluor
COCCn1c(SCC(=O)Nc2cccc(F)c2)nc2c(c1=O)SCC2	0.5	-2	-32	-7	-1	6	2	-3	19	0
COc1ccc(S(=O)(=O)NC2CC2)cc1Br	0.3	1	7	11	0	-4	-1	-7	-6	-2
COc1ccc(CCC(=O)NC(C)C)cc1	-1.5	-1	2	-9	x	2	1	2	0	-2
Nc1ccccc1C(=O)NNC1=C(C(=O)C(F)(F)F)CCC1	-0.2	7	98*	-6	68*	-14	x	-11	5	-3
O=C(CSc1nc(COc2ccccc2)nc2ccccc12)NC1CCCC1	-1.3	4	-6	13	1	-10	-2	-2	-2	-4
COc1ccc(NC(=O)Cn2cnc3sc(C)c(S(=O)(=O)N4CCOCC4)c3c2=O)c(OC)c1	-0.5	0	19	0	-1	1	-6	-5	4	-1
CCOC(=O)C1CCCN(c2c(NCCCN(CC)c3cccc(C)c3)c(=O)c2=O)C1 (stereo not drawn)	-1.1	4	9	-13	x	-2	1	4	10	1
CCC(CC)C(=O)Nc1ccc(Cl)c(Cl)c1	-0.9	-3	6	-5	x	8	9	-2	-2	0
CC1CN(S(=O)(=O)c2cc(C(=O)N3CCCCC3C)ccc2Cl)CC(C)O1 (stereo not drawn)	-1.3	9	23	-6	-4	12	-4	3	-2	1
O=C(COC(=O)c1n[nH]c(=O)c2ccccc12)NC1CCCCC1	-0.9	4	-18	-12	-1	-10	-2	50*	0	-1
CCN(c1ccccc1)S(=O)(=O)c1ccc(Cl)c(NC(=O)COC(=O)c2ccc[n+]([O-])c2)c1	0.6	3	14	-6	0	34	4	-7	1	6
COc1ccc(CNC(=O)C(C#N)c2nc3ccccc3nc2N2CCCC2)cc1 (stereo not drawn)	0.1	-2	-17	-3	x	4	-6	3	0	-4
Cc1nnc(NC(=O)CSc2cn(CCNC(=O)c3ccccc3)c3ccccc23)s1	1.8	-3	6	-8	5	-17	x	-3	x	4
Cc1ccc(-c2cc(C(=O)N/N=C/c3ccc(Cl)cc3)n[nH]2)o1	-0.5	4	x	-5	-1	-11	-5	27*	7	1
Cc1c(-c2ccc(OCc3ccccc3)cc2)nc2ccccc2c1C(=O)O	-1.1	4	-1	-10	4	-14	15	-6	1	0
Cc1c(C(=O)Nc2nnc(SCc3ccccc3Cl)s2)cccc1[N+](=O)[O-]	0.9	1	-9	-1	-2	8	9	u	2	2
Cc1ccc(S(=O)(=O)NC(=O)COc2cc(C)ccc2C(C)C)cc1	-0.3	-2	-35	-7	2	6	2	-1	2	1
CC1CCCC(NC(=O)CCC(=O)NCc2ccccc2)C1C (stereo not drawn)	-0.8	4	7	-4	-1	-15	x	3	-4	-2
COC(=O)c1ccc(CNC(=O)c2cc3ccccc3oc2=O)cc1	0.4	-2	-9	-5	-2	5	1	9	-4	-1
O=C(NCc1nnc(SCc2ccccc2)n1-c1ccc(F)cc1)C12CC3CC(CC(C3)C1)C2	0.5	5	17	-9	-2	-13	1	-17	0	0
O=C1CC(SC(=NCc2ccc3c(c2)OCO3)Nc2ccccc2)C(=O)N1c1ccccc1 (stereo not drawn)	-8.6	9	3	-12	x	-26	3	-5	x	4
COc1ccc(C(=O)N(Cc2ccccc2)c2ccc(C)cc2)cc1S(=O)(=O)N1CCOCC1	1.3	0	0	-6	9	-1	35	-17	3	7.5*
CN(CCS(=O)(=O)c1ccc(Cl)cc1)Cc1cccnc1	-0.2	-1	-33	-21	1	-11	-2	-5	-1	4
CCN(C(=O)CSc1nnc(-c2cccs2)n1N)c1c(N)n(Cc2ccccc2)c(=O)[nH]c1=O	0.6	-4	3	10	-4	11	-11	1	-5	0
O=C1c2ccccc2S(=O)(=O)N1CC(O)Cn1ccc2ccccc21 (stereo not drawn)	-1.2	2	-1	1	x	-6	1	-10	1	-4
O=c1[nH]ncc(N/N=C/c2ccccc2)c1Cl	7.3	5	-12	9	x	-8	-2	-3	-1	-4
COc1cc(OC)cc(C(=O)NCCNc2nc3cc(C)cc(C)c3cc2C#N)c1	0.7	-1	53	-12	-1	4	x	-22	-1	6
COc1ccc(CCNC(=S)Nc2ccc(C(C)C)cc2)cc1	2.1	-1	-11	-4	2	4	1	-6	2	-1
CCCC(=O)Nc1cc(C)cn(Cc2c(F)cccc2Cl)c1=O	-1.7	6	25	-10	0	-24	x	0	76*	1
COc1ccccc1CNC(=O)CCC(=O)N1CCOc2ccc(C)cc21	1.3	-2	16	6	-2	-14	x	4	x	1
O=C(Nc1ccc(N2CCOCC2)cc1)c1ccc(Cl)cc1N1CCCC1=O	0.7	0	10	-12	2	3	-10	-2	3	-2
COc1ccc(CNC(=O)CN(c2ccccc2)S(=O)(=O)N(C)C)cc1	-0.4	3	-23	0	-1	-7	3	1	0	0
CCN(CC)S(=O)(=O)c1cccc(C(=O)N/N=C2\CCCC(=O)C2)c1	-0.8	-4	x	4	11	22	4	-4	0	10
COc1cc(C(c2nnnn2C2CCCC2)N2CCc3ccccc3C2)ccc1O (stereo not drawn)	0.5	7	-3	6	x	6	1	0	2	5
CCOc1ccc(NC(=O)CC2C(=O)N(CC)C(=S)N2CCN2CCOCC2)cc1 (stereo not drawn)	-0.2	-4	-29	1	0	10	-4	0	-1	-1
COc1cccc(-c2ccc(C#N)c(SCC(=O)NCCc3cccc(Cl)c3)n2)c1	-1.4	14	41	-12	-1	-16	1	-8	-2	0
CCOC(=O)c1oc2ccccc2c1NC(=O)C1CCCCC1	0.6	0	27	-8	1	-2	5	3	-3	1
COc1ccc2[nH]c(=O)c(CN(Cc3cccnc3)C(=O)Nc3ccccc3)cc2c1	-1.5	6	-4	-10	-4	-15	-4	-8	-3	-1
CSc1ccc(/C=N/N2CCN(Cc3ccccc3Cl)CC2)cc1	-0.9	2	-9	-14	1	-4	1	-1	1	2
O=C(CCNC(=O)C1CCN(S(=O)(=O)c2ccc(F)cc2)CC1)Nc1ccccc1	-0.3	0	-12	2	-3	9	-4	-4	-2	-1
O=C1C(=O)N(CCN2CCOCC2)C(c2ccncc2)/C1=C(/O)c1ccc2c(c1)OCO2 (stereo not drawn)	-0.9	1	-7	12	x	-28	4	-5	-4	-6
O=C(COC(=O)c1cccc(S(=O)(=O)N2CCCC2)c1)NCc1ccccc1	5.7	0	-21	-10	0	0	0	-5	-1	-1
CCOC(=O)c1cc(C)nc(Sc2ccc(C)cc2)c1C#N	1.4	-2	5	-8	-4	16	x	-6	-6	-2

Brought forward from above: 2 compounds; new compounds follow.
canonical_smiles	CDK5 inh	HTR5A ag ctr	SR-BI HDL uptake	PvdQ inh	Wnt act	HTR5A inv ctr	MITF TRPM1 HTS	dFosB activator	NSD2 inh	V-ATPase pHluor
O=C(COC(=O)c1cccc(S(=O)(=O)N2CCCC2)c1)NCc1ccccc1	5.7	0	-21	-10	0	0	0	-5	-1	-1
CCOC(=O)c1cc(C)nc(Sc2ccc(C)cc2)c1C#N	1.4	-2	5	-8	-4	16	x	-6	-6	-2
O=C(Cc1ccc(S(=O)(=O)N2CCOCC2)s1)Nc1cc(C(F)(F)F)cc(C(F)(F)F)c1	0.4	8	-3	8	-10	-20	-5	-4	17	-1
CCn1c(C(C)C)n[nH]c1=S	-2.6	2	-14	-17	0	-60	5	-1	0	4
Cc1ccc(-c2nnc(-c3cccc(Br)c3)o2)cc1	-0.2	0	16	2	52*	-10	53	5	-5	-1
COc1cccc(-n2c(COc3ccccc3C)nnc2SCC(=O)O)c1	1.5	1	-15	-1	x	-3	-3	4	-4	-2
C[N+](C)(C)C[C@H](O)CC(=O)O	1.1	0	0	3	-3	1	11	-2	x	0
O=C(COC(=O)Cc1n[nH]c(=O)c2ccccc12)NNC(=O)c1ccc(Cl)cc1	1.1	-2	10	-14	-3	6	-17	-2	5	-4
Cc1nn(C2CCS(=O)(=O)C2)c(C)c1CN(C)C(=O)c1ccccc1 (stereo not drawn)	1.1	-5	-2	-4	1	12	1	-3	-2	1
O=[N+]([O-])c1cccnc1N1CCC(c2cc(-c3ccc(Cl)cc3)n[nH]2)CC1	-0.4	-1	49	-9	1	21	-11	-13	-2	0
CCN(C(=O)C=Cc1ccco1)c1ccccc1	-2.5	-6	-1	25	204*	22	-7	-3	-1	1
CC(C)(C)c1ccc(/C=N/NC(=O)C[n+]2ccccc2)cc1	-0.3	-1	-15	-1	4	2	2	-1	0	2
N=c1c2c3c(sc2ncn1CCN1CCOCC1)CCCCC3	x	-5	1	6	-10	2	1	-5	1	-1
